# Wnt bcat act: activates Wnt/beta-catenin signaling in a reporter cell assay | activation, % at 9.35 µM | hit rate 1.2% among 300,000 | activator, plate reader; in the data active = activation above about 30%, passing the limit was not always enough; inconclusive = no clear call, values can overlap the other calls;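 note: 0% = neutral control wells and 100% = positive control wells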
# Ecoli viability: counter-screen for AddAB inhibitors: E. coli growth inhibition; E. coli V3065 growth, OD600 absorbance, 18 h; inhibition, % at 11.9 µM; hit rate 0.27% among 330,000; AID 449728;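 active = inhibition above the campaign's mean inhibition across all tested compounds plus 3 SD, cut at about 9.9% in these data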;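 note: uninfected addAB+ strain grown without phage in ampicillin broth; 0% = DMSO wells and 100% = ciprofloxacin 0.95 µg/ml wells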
# AddAB inh: less growth of phage-infected E. coli with AddAB; inhibition, % at 11.9 µM; hit rate 0.29% among 330,000; E. coli expressing H. pylori AddAB, absorbance growth; AID 435030; in the data active = inhibition above about 12%;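 note: 0% = vehicle wells of infected cells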
# SR-BI DiI inh: mouse SR-BI HDL lipid transfer inhibition; Q61009; ldlA[mSR-BI] CHO cells, DiI-HDL uptake fluorescence, 3 h; inhibition, % at 12.5 µM; hit rate 0.96% among 320,000; AID 488896;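 active = mean replicate inhibition of at least 70% and a set share of replicates each scoring 70 or more; inconclusive = meets just one of the two criteria; inactive = fails both criteria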;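 note: 0% = median of neutral control wells and 100% = median of positive control wells; values of inactives mirror those of a sister screen read the other way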
# Target sequence (Q61009 whole entry, looked up): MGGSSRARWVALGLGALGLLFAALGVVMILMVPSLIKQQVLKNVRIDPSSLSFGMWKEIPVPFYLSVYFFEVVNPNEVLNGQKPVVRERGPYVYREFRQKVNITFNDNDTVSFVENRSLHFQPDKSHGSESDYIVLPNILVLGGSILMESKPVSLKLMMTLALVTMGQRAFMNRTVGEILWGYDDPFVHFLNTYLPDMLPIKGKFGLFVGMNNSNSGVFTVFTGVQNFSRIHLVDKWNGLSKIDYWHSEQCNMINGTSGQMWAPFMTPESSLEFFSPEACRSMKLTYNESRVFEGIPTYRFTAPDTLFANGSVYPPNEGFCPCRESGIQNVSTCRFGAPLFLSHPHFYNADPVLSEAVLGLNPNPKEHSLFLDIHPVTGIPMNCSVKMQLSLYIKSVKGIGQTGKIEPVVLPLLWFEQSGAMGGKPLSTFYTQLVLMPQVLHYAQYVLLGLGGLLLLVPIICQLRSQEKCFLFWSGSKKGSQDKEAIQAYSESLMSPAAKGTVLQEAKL
# Tat export inh: blocks Tat-dependent protein export in E. coli; hit rate 0.036% among 340,000; inhibition, % at 10 µM; E. coli MC4100 TorA-mCherry Tat export, fluorescence;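 active = mean replicate inhibition at least 50% and at least half of replicates individually reaching 50%; inconclusive = only one of the two criteria met; inactive = neither criterion met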;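 note: exported cargo escapes ClpAP degradation while cytoplasmic cargo is degraded and loses fluorescence; 0% = median of neutral control wells and 100% = median of NaSCN control wells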
# SR-BI DiI-HDL act: SR-BI HDL lipid transfer activation; CHO ldlA[mSR-BI] cells, DiI-HDL uptake fluorescence, 3 h; 100 = double the neutral-control signal; activation, % at 12.5 µM; hit rate 0.096% among 320,000;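 active = mean replicate activation of at least 60% and every replicate at or above 60%; inconclusive = mean or all-replicate condition met, but not both; inactive = mean below 60% and not all replicates reaching 60%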;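 note: 0% = median plate neutral-control signal and 100% = twice that signal; values of inactives mirror those of a sister screen read the other way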
#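 Assay system: CHO ldlA[mSR-BI] cells, LDL receptor-null, SR-BI overexpressing; medium: Ham's F12 with 0.5% BSA, HEPES 25 mM, pH 7.4; also added: DiI-HDL 10 µg/mL; timing: 3 h uptake period with compound, 37 °C; signal: DiI fluorescence, bottom read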
# MITF act: MITF TRPM1 promoter activation in melanoma cells | SK-MEL-5 TRPM1-promoter luciferase, 24 h; % of positive control, neutral wells = 0 | activation, % at 12.5 µM | hit rate 0.75% among 300,000 | AID 588334;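 active = mean activation of at least 80% with every replicate also reaching 80%; inconclusive = mean reaches 80% but some replicate falls short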;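 note: 0% = neutral control wells and 100% = parthenolide positive control wells; values of inactives mirror those of a sister screen read the other way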
# CAL PDZ FP-1: CAL PDZ (human) peptide binding inhibition; purified CAL PDZ, TMR-peptide fluorescence polarization, 1 h; hit rate 0.92% among 300,000; inhibition, % at 24.9 µM; Q9HD26; AID 602252;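 active = mean inhibition of at least 30% with at least half of replicates also reaching 30%; inconclusive = no clear call, values can overlap the other calls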;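 note: 0% = DMSO neutral control and 100% = excess unlabeled competitor peptide PRC23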
# CAL PDZ FP-2: human CAL PDZ-peptide interaction inhibition | Q9HD26 | inhibition, % at 20 µM | purified CAL PDZ, TMR-peptide fluorescence polarization, 1 h | hit rate 0.02% among 330,000 | AID 504414;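 active = highest replicate inhibition of at least 40%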;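 note: plate controls were DMSO neutral control wells for no effect and unlabeled competitor peptide control wells for full effect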
#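 Read-out basis: mP drop reported as inhibition | Assay system: Tagged CAL PDZ protein CerCALP, purified | Benchmarks: Unlabelled peptide for full inhibition, DMSO wells as neutral | Schedule: 1 h incubation at room temperature before polarization reading | Buffer or medium: Sodium phosphate/NaCl buffer pH 7.4 with TCEP, IgG, Thesit | Doses: Single point, 20 µM | Measured by: Fluorescence polarization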
# phage Ecoli inh: E. coli growth loss with phage present; growth absorbance; inhibition, % at 11.9 µM; hit rate 0.26% among 360,000; in the data active = inhibition above about 11%
# * hit, by the source's call; u = inconclusive; x = not tested or not shown.
cpd	SMILES	Wnt bcat act	Ecoli viability	AddAB inh	SR-BI DiI inh	Tat export inh	SR-BI DiI-HDL act	MITF act	CAL PDZ FP-1	CAL PDZ FP-2	phage Ecoli inh
1	O=c1/c(=C/c2ccc(O)c([N+](=O)[O-])c2)sc2nc3ccccc3n12	15	x	x	-5	u	5	10	0	0.2	5.8
2	O=C(N/C(=C/c1cccs1)C(=O)N1CCCCCC1)c1ccccc1	x	1.8	1.8	18	-7	-18	-3	x	0.0	1.9
3	CCOc1ccc(N2CC(C(=O)N3CCN(c4ccccn4)CC3)CC2=O)cc1 (centres undefined)	-2	2.4	3.6	-6	2	6	-3	-2	-1.0	4.0
4	COC(=O)C(CO)Nc1ncnc2onc(-c3ccc(F)cc3)c12 (centres undefined)	0	-0.5	2.6	9	7	-9	2	1	1.2	4.3
5	CCOc1ccc(C(=O)NCC(=O)NNC(=O)c2cc(C)oc2C)cc1OCC	-2	-2.2	-1.5	-28	2	28	6	-8	0.5	1.2
6	Cc1ccc(NC(=O)COC(=O)Cn2cnc3c2c(=O)n(C)c(=O)n3C)c(Cl)c1	-1	1.3	-1.7	1	15	-1	8	x	-1.1	2.3
7	COc1ccc(C(=O)NC2CCSc3ccccc32)cc1S(=O)(=O)N1CCOCC1 (centres undefined)	-3	-0.6	0.7	16	-5	-16	3	x	-0.4	1.6
8	Cc1nc2nc(SCC(=O)NCc3ccco3)nn2c(C)c1Cc1c(F)cccc1Cl	x	0.4	2.6	-13	5	13	0	-2	-2.3	2.8
9	Cc1cc(OCc2nnc(SC(C)C(=O)O)n2Cc2ccccc2)ccc1Cl (centres undefined)	-2	x	x	-15	0	15	2	5	-1.0	1.4
10	COc1ccc2c(c1)CCc1cn3nc(C)cc3nc1-2	-1	-1.4	-0.3	x	-2	x	-5	4	-1.0	4.3
11	CC(=O)N1CCN(C(=O)c2cc(S(=O)(=O)N(C)c3ccc(F)cc3)ccc2Cl)CC1	2	-0.1	4.4	-20	-1	20	8	-2	-1.6	-0.5
12	C=CCn1c2ccccc2c2nnc(SCc3[nH]c(=O)[nH]c3C(=O)CCCCC(=O)OCC)nc21	-4	-2.8	-1.0	22	-2	-22	-16	-1	-0.8	0.1
13	O=C(NCCc1ccncc1)Nc1ccc(F)cc1	6	-0.2	2.0	x	-5	x	1	-1	0.2	-1.2
14	O=C(COc1ccc(Cl)cc1)Nc1ccccc1C(=O)NCc1ccco1	1	-0.9	2.3	24	5	-24	13	-4	-1.9	2.2
15	Cc1cc(C)n(-c2ccc(S(=O)(=O)N3CCOCC3)cc2[N+](=O)[O-])n1	1	1.4	2.5	5	12	-5	-7	-2	0.0	-1.1
16	Cc1ccc(S(=O)(=O)Nc2c(C)nc3nc(C)[nH]n3c2=O)cc1	0	2.6	5.1	x	7	x	-9	-5	-1.5	2.2
17	COc1ccc(C(C(=O)NC2CCCCC2)N(C(=O)c2cccs2)c2ccc3c(c2)OCO3)cc1 (centres undefined)	x	0.7	1.4	49	-2	-49	-4	0	-0.2	1.1
18	CCN(CC)C(=O)c1cnn(-c2ccccc2)c1NC(=O)c1ccco1	-4	-0.4	1.0	-34	2	34	-1	-4	-1.9	1.1
19	O=C(Cc1cccs1)N1CCN=C1SCc1ccccc1F	-1	0.8	0.3	-10	-2	10	-1	9	-0.9	-2.1
20	CS(=O)(=O)N1CCCC(C(=O)Nc2ccc(F)cc2F)C1 (centres undefined)	-1	0.9	1.4	-5	7	5	4	3	-0.5	4.9

# Retrieved by structure from the list above:
cpd	SMILES	Wnt bcat act	Ecoli viability	AddAB inh	SR-BI DiI inh	Tat export inh	SR-BI DiI-HDL act	MITF act	CAL PDZ FP-1	CAL PDZ FP-2	phage Ecoli inh
16	Cc1ccc(S(=O)(=O)Nc2c(C)nc3nc(C)[nH]n3c2=O)cc1	0	2.6	5.1	x	7	x	-9	-5	-1.5	2.2
14	O=C(COc1ccc(Cl)cc1)Nc1ccccc1C(=O)NCc1ccco1	1	-0.9	2.3	24	5	-24	13	-4	-1.9	2.2
12	C=CCn1c2ccccc2c2nnc(SCc3[nH]c(=O)[nH]c3C(=O)CCCCC(=O)OCC)nc21	-4	-2.8	-1.0	22	-2	-22	-16	-1	-0.8	0.1
13	O=C(NCCc1ccncc1)Nc1ccc(F)cc1	6	-0.2	2.0	x	-5	x	1	-1	0.2	-1.2

# Limited to SR-BI DiI-HDL act and MITF act (2 entries from above):
entry	SMILES	SR-BI DiI-HDL act	MITF act
19	O=C(Cc1cccs1)N1CCN=C1SCc1ccccc1F	10	-1
20	CS(=O)(=O)N1CCCC(C(=O)Nc2ccc(F)cc2F)C1 (centres undefined)	5	4

# More compounds follow.
cpd	SMILES	Wnt bcat act	Ecoli viability	AddAB inh	SR-BI DiI inh	Tat export inh	SR-BI DiI-HDL act	MITF act	CAL PDZ FP-1	CAL PDZ FP-2	phage Ecoli inh
21	CCCCC1=CC2=CC(=O)C(C)(OC(=O)CC)C(=O)C2=CN1CCCOC(C)C (centres undefined)	-2	2.6	2.6	-19	8	19	-4	0	-0.7	3.1
22	CCc1c(C)nc2ncnn2c1NCCc1ccc(OC)cc1	0	-0.4	-1.3	11	0	-11	-43	x	-1.7	3.9
23	CCCN(CC(=O)Nc1ccccc1C)C(=O)c1ccc(C)c(S(=O)(=O)N2CCCCC2)c1	-1	-0.7	1.5	0	-1	0	0	x	0.3	3.1
24	CCCn1c(SCC(=O)Nc2nc3c(s2)CCCC3)nc2c1c(=O)n(C)c(=O)n2C	x	-0.2	2.5	-38	-4	38	-3	x	-1.3	1.2
25	O=[N+]([O-])c1ccc(C(=S)N2CCN(c3ccc(F)cc3)CC2)cc1	-1	1.7	5.2	20	2	-20	-18	3	-0.3	-5.7
26	CCOC(=O)C1CCN(CC(=O)Nc2c(C(=O)OC)[nH]c3cccc(Cl)c23)CC1	x	1.1	1.0	-8	1	8	-7	x	-2.6	1.5
27	CCc1cc2c(=O)n(CCC(C)C)c(=S)[nH]c2s1	0	-3.5	-1.9	-31	-8	31	-14	-12	-0.9	-2.9
28	CCn1c(=S)sc2c(=O)n(CC(=O)NC(C)CCc3ccccc3)c(C)nc21 (centres undefined)	1	-0.2	0.2	-13	-12	13	5	-5	-2.0	1.4
29	Cc1ccc(Cl)cc1N1CCN(C(=O)c2ccc(NC3=NC4CS(=O)(=O)CC4S3)cc2)CC1 (centres undefined)	-2	-0.4	4.1	-1	-2	1	-1	-7	-0.6	0.8
30	COc1ccc(OC)c(CNc2c(C=O)c(=O)[nH]c3ccccc23)c1	1	-2.4	4.6	3	-4	-3	x	-5	-0.9	-0.6
31	CC(C)OC(=O)c1cccc2c1C(=O)c1ccccc1-2	28	1.5	2.9	5	1	-5	x	x	-0.8	2.2
32	CNS(=O)(=O)c1cc2c3c(cccc3c1)C(=O)NC2=O	0	-0.2	1.1	-18	-2	18	-6	x	-0.7	0.3
33	NC(=O)C[C@H](N)c1cn([C@@H](CC(N)=O)C(=O)N2CCNCC2)nn1	0	0.3	0.8	-4	4	4	9	-1	0.5	3.0
34	NC(=S)N/N=C/c1ccc(-c2cc(Cl)ccc2Cl)o1	0	-2.1	-0.8	99*	u	-99	-17	6	-1.0	1.0
35	COCC(=O)N1CCC(n2nccc2NC(=O)CCOc2ccccc2)CC1	1	-0.9	1.9	-12	-6	12	30	-3	-2.0	-0.5
36	NC(=O)Cn1cc(/C=N\NS(=O)(=O)c2ccccc2)c2ccccc21	0	x	x	-27	-7	27	-1	-7	-0.7	0.6
37	O=Cc1c(N2CCOCC2)nc2ccccn2c1=O	0	0.0	3.9	-13	3	13	-6	0	0.2	2.1
38	Cc1cc2oc(=O)cc(CN3CCN(S(=O)(=O)c4cccs4)CC3)c2cc1C(C)C	x	-0.3	0.8	14	2	-14	0	0	-1.2	-0.7
39	COc1cc(/C=C\C(=O)O)cc(S(=O)(=O)N2CCCCCC2)c1OC	-1	x	x	-2	-1	2	-10	x	0.9	-0.8
40	CCC(CC)c1nnc(NC(=O)c2cccnc2SC)s1	-2	2.5	0.9	-3	2	3	-1	-1	-6.3	2.1
41	CC(=O)Nc1ccc(S(=O)(=O)NNC(=O)c2cccc(Cl)c2)cc1	0	-1.4	2.3	-2	-4	2	6	-4	-2.8	1.7
42	COc1ccccc1CCNC(=O)c1ccccc1SCC(=O)N1CCCC1	1	1.2	1.6	31	6	-31	-19	0	0.3	2.4
43	CCC/C(=N\NC(=O)c1cccc(C)c1)c1ccccc1	-2	1.6	2.5	-37	6	37	9	-5	-0.9	0.9
44	C/C(N)=C(/C#N)C(=O)COC(=O)c1ccccc1O	x	1.3	-1.0	9	3	-9	0	1	0.8	3.0
45	O=C(CCn1c(=O)c2cccn2c2cccnc21)N1CCN(c2cccc(Cl)c2)CC1	x	-0.4	1.5	u	-14	-73	19	-9	-2.6	x
46	O=C(NCc1nnnn1-c1ccc(F)cc1)C1CC(=O)N(c2ccc(F)cc2)C1 (centres undefined)	-4	-0.8	-1.1	-29	-2	29	-4	-1	0.6	6.1
47	NC(=O)CSc1nnc(-c2cccc(S(=O)(=O)N3CCOCC3)c2)n1C1CCCCCC1	x	2.9	2.7	6	-11	-6	4	1	-0.8	0.2
48	Cc1ccc(-c2csc(NCCc3nc4cc(Cl)c(Cl)cc4n3CCCO)n2)cc1	-7	-2.6	2.3	9	-9	-9	12	-2	0.6	2.3
49	NC(=O)c1c(NC(=O)c2cccnc2)sc2c1CCCC2	5	1.4	-7.1	52	-1	-52	49	6	-1.1	4.8
50	Cc1ccc(NC(=O)N/C=C/c2ccco2)cc1	3	0.4	-0.8	-9	3	9	x	-3	-1.6	4.0
51	c1nc(NCC2CCCO2)c2[nH]cnc2n1 (centres undefined)	x	1.7	1.6	-9	0	9	-15	x	0.4	3.9
52	NS(=O)(=O)c1ccc(CCNC(=O)CSc2ccc3ccccc3c2)cc1	-2	0.8	6.0	19	0	-19	-2	-2	-2.3	1.0
53	Cc1ccc(SCc2ccc(C(=O)Nc3cccc([N+](=O)[O-])c3)cc2)cc1	x	0.5	2.3	9	-4	-9	3	-2	-0.8	1.1
54	CCC1CN(C(=O)N2CCC(C(=O)NCc3cccc(F)c3)CC2)c2ccccc2O1 (centres undefined)	-1	-2.5	1.9	57	0	-57	1	4	-0.8	1.6
55	CN(C)C(=O)c1cn(-c2ccccc2)nc1-c1cc2ccccc2o1	-1	0.6	-0.5	60	18	-60	2	-2	-0.7	4.7
56	O=C(NCc1ccco1)c1cc(-c2ccccc2)nc2ccccc12	x	0.9	3.3	48	-4	-48	4	-1	-0.9	2.4
57	Cc1ccc(OCC(=O)Nc2nnc(S(=O)(=O)N3CCCCC3)s2)cc1	-4	-1.3	3.4	-27	-9	27	3	-3	-2.2	-2.2
